RECQ1 inh: RECQ1 (human) helicase inhibition; 240,000 compounds, 0.54% hits; RECQ1 DNA unwinding, red fluorescence kinetic read; P46063; AID 2549; Potency, µM (series often up to 57.3 µM), without a hit: at the top dose activity, negative = inhibition, hits mostly inhibitors;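 further: plate controls were vehicle for no effect and no enzyme for full effect; nearly all actives have a fitted effect of over 30% in size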
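RECQ1T1 50 nM; forked duplex (20 bp + 30-nt ss tails) 200 nM, ATP 2 mM final; pH 8.0, 2 mM MgCl2, 2.5 ug/ml poly(dI-dC); 15 min compound preincubation; discontinuous kinetic read over 2 h at RT.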
L3MBTL1 block: blocks human L3MBTL1 | Q9Y468 | AlphaScreen L3MBTL1–H3K9me1 peptide binding | Potency, µM (titrated, usually from 57.1 µM), inactives show at the top dose activity, negative = inhibition, most hits filed as inhibitors | 230,000 compounds, 0.66% hits | AID 485360; further: on the % scale 0 is the no-effect control and ±100 the full control effect; nearly all actives have a fitted effect of over 60% in size
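Displacement of a biotinylated histone H3(1-15) peptide monomethylated at Lys9 (75 nM) from L3MBTL1 (50 nM) was measured by AlphaScreen after a 30 min room-temperature compound incubation; cefsulodin titration served as intraplate control.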
HTT ATP protect: cytoprotection in Huntington HTT-Q103 PC12 cell model; 230,000 compounds, 0.14% hits; AID 1471; Potency, µM (titrated, usually from 56.4 µM), for inactives: cytoprotection (ATP increase), actives largely listed as activators; PC12 HTT-Q103 induced, cytoprotection, ATP luminescence, 40 h;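 further: % of control where 0% means no effect; nearly all actives have a fitted effect of over 45% in size; toxic huntingtin expression switched on by the ecdysone agonist tebufenozide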
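Quantitative HTS on tebufenozide-induced (100 nM) PC12 cells expressing HTTQ103 exon 1–GFP; compounds tested as a concentration series; survival measured via cellular ATP.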
Tau fibril FP: blocks human tau fibril formation measured by polarization; Potency, µM (titrated, usually from 57.7 µM), for the others: top-dose activity, negative = inhibition, hits mostly inhibitors; P10636; 280,000 compounds, 0.39% hits; AID 1468; K18 P301L tau heparin fibrillization, Alexa594 FP, 6 h; further: on the % scale 0 is the no-effect control and ±100 the full control effect; nearly all actives have a fitted effect of over 55% in size
Target sequence (P10636 561-689 P618L limits assumed): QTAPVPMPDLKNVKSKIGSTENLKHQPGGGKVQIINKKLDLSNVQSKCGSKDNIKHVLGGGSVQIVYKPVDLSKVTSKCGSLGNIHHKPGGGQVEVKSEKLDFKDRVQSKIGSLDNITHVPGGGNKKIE
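Heparin (20 uM) drove fibril formation of recombinant tau K18 P301L, 15 uM unlabeled with 0.24 uM Alexa 594 label, for 6 hr at 37 C in 100 mM sodium acetate pH 7. Fluorescence polarization (555/632 nm) read 1 hr after 30 uM ThT.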
Tau fluor counter: counter-screen for tau fibril formation inhibitors. tau K18 P301L Alexa594 fluorescence, heparin fibrillization. Potency, µM (doses to about 57.7 µM), for inactives: at the top dose activity change, negative = decrease. 280,000 compounds, 0.93% hits; further: on the % scale 0 is the no-effect control and ±100 the full control effect; nearly all actives have a fitted effect of over 55% in size
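Human K18 P301L tau (15 uM unlabeled plus 0.24 uM Alexa 594-labeled, final) in 100 mM sodium acetate pH 7 was mixed with compound and 20 uM heparin and incubated 6 hr at 37 C.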
TexasRed fluor: counter-screen for TRb-SRC2 inhibitors: fluorescence interference; TRb/SRC2 Texas Red total fluorescence interference; Potency, µM (series often up to 106 µM), without a hit: at the top dose fluorescence change, negative = quenching; 280,000 compounds, 0.29% hits; active means well fitted curve in either direction with a large enough effect; inconclusive means small, poorly fitted or top-dose-only effect; further: on the % scale 0 is the no-effect control and ±100 the full control effect
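Flags fluorescent or light-absorbing compounds by total fluorescence, S + 2P, at 555 nm excitation and 632 nm emission. Mixture: 20 nM Texas Red SRC2 peptide, 0.6 uM human TRb LBD, 1 uM T3, 5% DMSO; compound exposure 5 h at ambient temperature.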
TRb-SRC2 inh: TRbeta-SRC2 interaction inhibition | AID 1469 | TRbeta-SRC2 peptide binding, fluorescence polarization; receptor liganded with 1 µM T3 | 280,000 compounds, 0.065% hits | Potency, µM (series often up to 106 µM), without a hit: at the top dose activity change, negative = inhibition, actives largely listed as inhibitors | P10828;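 further: plate controls were bound peptide for no effect and peptide without receptor for full effect; nearly all actives have a fitted effect of over 50% in size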
Target sequence (P10828 whole entry, looked up): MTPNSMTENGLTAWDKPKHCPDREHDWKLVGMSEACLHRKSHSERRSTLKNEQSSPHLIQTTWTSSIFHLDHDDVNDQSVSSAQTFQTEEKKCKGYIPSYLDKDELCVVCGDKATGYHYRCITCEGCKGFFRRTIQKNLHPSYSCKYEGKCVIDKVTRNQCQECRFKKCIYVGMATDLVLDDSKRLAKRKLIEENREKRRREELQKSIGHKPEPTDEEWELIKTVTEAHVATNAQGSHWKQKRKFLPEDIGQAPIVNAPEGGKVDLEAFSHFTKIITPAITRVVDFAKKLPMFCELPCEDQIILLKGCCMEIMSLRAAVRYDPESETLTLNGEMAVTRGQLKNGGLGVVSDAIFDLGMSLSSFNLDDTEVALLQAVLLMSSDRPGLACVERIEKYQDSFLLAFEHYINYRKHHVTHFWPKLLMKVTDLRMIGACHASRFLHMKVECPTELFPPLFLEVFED
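Binding of a 20-amino-acid Texas Red SRC2 peptide (20 nM) to TRb ligand-binding domain (0.6 uM) with agonist T3 at 1 uM was followed by fluorescence polarization after a 5 hr room-temperature incubation.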
Tau fibril ThT: inhibitors of human tau fibril formation, thioflavin T binding; 270,000 compounds, 2.1% hits; recombinant tau K18 P301L, heparin-induced fibrillization, ThT fluorescence; Potency, µM (highest dose often 57.4 µM), for inactives: at the top dose activity, negative = inhibition, usual class: inhibitors; P10636; AID 1460; further: on the % scale 0 is the no-effect control and ±100 the full control effect; nearly all actives have a fitted effect of over 55% in size
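Using a mix of unlabeled (15 uM) and Alexa 594-labeled (0.24 uM) tau K18 P301L, heparin-triggered fibrillization over 6 hr at 37 C was scored by ThT fluorescence.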
The depositor's hits bear a star; i = inactive; ? = inconclusive; nt = no result given; [ ] = another dose, or the depositor's remark. Unless noted, the call rests on the fitted dose curve; in most records, active means well fitted curve in the direction sought with a large enough effect; inconclusive means small, poorly fitted or top-dose-only effect, or another doubt; inactive means no such curve, though single readings can be large; an effect the other way counts as inactive or inconclusive. Potency means the concentration at half of the fitted maximal effect. A portion of the library; count on the stated rates, not on these rows.

SMILES | RECQ1 inh | L3MBTL1 block | HTT ATP protect | Tau fibril FP | Tau fluor counter | TexasRed fluor | TRb-SRC2 inh | Tau fibril ThT
Cc1ccc(C2CC(=O)c3cnc(N4CCN(c5ccccc5)CC4)nc3C2)cc1 (centres undefined) | -10% | 3% | -11%[0.074 µM] | 0% | -14% | 2% | 8% | -17%
CCC(C)C1NC(=O)C(CCNCS(=O)(=O)O)NC(=O)C(NC(=O)C(CCNCS(=O)(=O)O)NC(=O)C(NC(=O)C(CCNCS(=O)(=O)O)NC(=O)CCCCC(C)C)C(C)O)CCNC(=O)C(C(C)O)NC(=O)C(CCNCS(=O)(=O)O)NC(=O)C(CCNCS(=O)(=O)O)NC(=O)C(C(C)CC)NC1=O (centres undefined) | 30% | nt | -138%[inhibitor] | 2% | -2% | 2% | ? | -23%
Cc1ccc(SCc2[nH]nc3c2C(c2cccnc2)C(C#N)=C(N)O3)cc1 (centres undefined) | i | nt | -8% | -1% | -25% | -6% | 0% | ?
O=C1CN=CN=CN1c1ccc(Cl)cc1Cl | -2% | 9% | 18%[10 µM] | 9% | 9% | 0% | -12% | 11%
O=C1N(Cc2cccnc2)C[C@@H]2C[C@@H](c3cccc(C(F)(F)F)c3)N3CCC[C@@]123 | i | -4% | 9%[10 µM] | -3% | 2% | 4% | -5% | -2%
COC(=O)Nc1ccc(S(=O)(=O)N2CCN(C)CC2)cc1 | -4% | -4% | -3% | 2% | -5% | 0% | -7% | -11%
Cc1c(Cl)c([N+](=O)[O-])nn1CC(=O)N1CCCc2ccccc21 | ? | 10% | -24%[10 µM] | 1% | -5% | 1% | -1% | -7%
CCOc1ccc(NC(=O)Nc2ccc(Br)cn2)cc1 | -1% | -3% | -52% | 6% | ? | -5% | -2% | -16%
Nc1c(C(=O)NCc2ccco2)sc2nc(N3CCOCC3)c3c(c12)CCCC3 | -11% | 21% | -43%[inhibitor] | ? | -12% | -11% | -5% | ?
CCN(CC)S(=O)(=O)c1cccc(NC(=O)CSc2nc3ccccc3[nH]2)c1 | 10% | 2% | nt | -9% | ? | -1% | 1% | -1%
CCOc1ccc(CCNC(=O)CCCN2C(=O)c3ccccc3C2=O)cc1OCC | -4% | 11% | 0% | -2% | -3% | 0% | 4% | -2%
Cc1onc(-c2ccccc2Cl)c1C(=O)NCCCN1CCOCC1 | -2% | 7% | -21% | -1% | -3% | 0% | -12% | -3%

3 entries from above, as labelled records:
O=C1CN=CN=CN1c1ccc(Cl)cc1Cl
  RECQ1 inh = -2%
  L3MBTL1 block = 9%
  HTT ATP protect = 18%[10 µM]
  Tau fibril FP = 9%
  Tau fluor counter = 9%
  TexasRed fluor = 0%
  TRb-SRC2 inh = -12%
  Tau fibril ThT = 11%
O=C1N(Cc2cccnc2)C[C@@H]2C[C@@H](c3cccc(C(F)(F)F)c3)N3CCC[C@@]123
  RECQ1 inh = i
  L3MBTL1 block = -4%
  HTT ATP protect = 9%[10 µM]
  Tau fibril FP = -3%
  Tau fluor counter = 2%
  TexasRed fluor = 4%
  TRb-SRC2 inh = -5%
  Tau fibril ThT = -2%
COC(=O)Nc1ccc(S(=O)(=O)N2CCN(C)CC2)cc1
  RECQ1 inh = -4%
  L3MBTL1 block = -4%
  HTT ATP protect = -3%
  Tau fibril FP = 2%
  Tau fluor counter = -5%
  TexasRed fluor = 0%
  TRb-SRC2 inh = -7%
  Tau fibril ThT = -11%

Continued.
SMILES | RECQ1 inh | L3MBTL1 block | HTT ATP protect | Tau fibril FP | Tau fluor counter | TexasRed fluor | TRb-SRC2 inh | Tau fibril ThT
O=C(c1cc(COc2c(F)cccc2F)on1)N1CCc2ccccc2C1 | -9% | 26% | 5%[10 µM] | 2% | -4% | -1% | 6% | -9%
Cn1ccs/c1=N\S(=O)(=O)c1ccc(C(C)(C)C)cc1 | i | nt | -21% | 4% | -4% | -1% | -5% | -5%
O=C(/C=C/c1ccco1)Oc1cc(Br)cc(/C=N/NC(=O)c2ccccc2O)c1 | -8% | -4% | -78%[inhibitor][10 µM] | -1% | ? | -5% | 1% | ?
COc1ccc(NC(=O)CSCc2cc(=O)c3cc(C)ccc3[nH]2)cc1 | nt | nt | nt | -2% | -8% | 0% | 6% | -5%
CCOC(=O)c1cc2c(=O)n3ccccc3nc2n(CC2CCCO2)c1=NC(=O)c1ccccc1C (centres undefined) | nt | nt | nt | 2% | -11% | -3% | -2% | -11%
Fc1ccc(Cn2nnnc2CN2CCN(C3CCCCC3)CC2)cc1 | 3% | -1% | -9% | 4% | 11% | -3% | 2% | 11%
C=C/C(C)=C/CC1C(=C)CCC2C(C)(C(=O)O)CCCC12C (centres undefined) | -14% | nt | -22%[10 µM] | -11% | -14% | -5% | 1% | ?
Cc1ccc(SCCNC(=S)Nc2cc(C)cc(C)c2)cc1 | -18% | nt | 16% | -5% | ? | 1% | -5% | -3%
COc1ccc(O[C@@H]2O[C@H](COC(C)=O)[C@@H](OC(C)=O)[C@H](OC(C)=O)[C@H]2NC(C)=O)cc1 | 1% | 1% | nt | 3% | 6% | -6% | -1% | 7%
CCC1=C(OC(=O)N(CC)CC)N2C(=O)OC(=NCC3CC3)[C@]2(C)[C@H]2C1=CC[C@H]1C(=O)N(c3ccccc3)C(=O)[C@H]12 | 1% | nt | 8% | 2% | -22% | -7% | 2% | ?
NS(=O)(=O)c1ccc(NC(=S)Nc2ccc(C(=O)N3CCCCC3)cc2)cc1 | -3% | nt | -16% | -7% | -6% | -2% | -9% | -2%
Cc1ccc(C(=O)c2coc3ccc(O)c(CN4CCN(C)CC4)c23)cc1 | -11% | -1% | 0% | 6% | -9% | -2% | -8% | -11%
O=C(CSc1ccc(-c2ccccn2)nn1)N1CCCCC1 | -3% | nt | -35%[inhibitor] | -3% | -6% | -1% | -2% | -8%
O=C(Oc1cccnc1)c1ccc(Cl)c(Cl)c1 | -5% | 5% | -20% | 1% | -29% | -3% | 4% | ?
CCn1c(CNC(=O)c2cccs2)n[nH]c1=S | 4% | -10% | nt | 4% | 8% | -6% | 2% | 2%
O=C(N/N=C/c1ccc(Br)o1)c1cncc(Br)c1 | -3% | 9% | 18%[10 µM] | -7% | -9% | -2% | -6% | ?
COc1ccc(CN(C(=O)c2ccco2)c2ccc(Br)cc2)cc1OC | -13% | -6% | 12% | 4% | -6% | -2% | -9% | -14%
Clc1ccc(Cl)c(OCCN2CCOCC2)c1 | i | -18%[11.4 µM] | 2% | 0% | -1% | 3% | -15% | -6%
Cc1ccc(NC(=O)C(C)N2CCCC2)cc1Cl (centres undefined) | i | 0% | nt | -3% | -1% | -4% | -4% | 0%
C/C(=N\N=C1\NC(=O)C(CC(=O)Nc2ccc(C)c(Cl)c2)S1)C(C)C (centres undefined) | -5% | -11% | -6% | -5% | ? | -2% | 4% | -5%
COc1ccccc1NC(=O)c1ccc(NC(=O)COC(=O)CCC2CCCC2)cc1 | 13% | -12% | 31%[1.9 µM] | 3% | -4% | -23% | 2% | 1%
Cc1cc(Br)ccc1NC(=O)CCS(=O)(=O)c1cccc2nsnc12 | nt | nt | nt | -15% | -13% | -1% | -9% | -9%
CSc1ccc(CCNC(=O)c2sc3ncccc3c2-n2cccc2)cc1 | nt | nt | nt | 2% | -18% | -1% | 10% | -13%
CC1CCCN(C(=S)Nc2ccc3nc4n(c(=O)c3c2)CCCCC4)C1 (centres undefined) | 2% | ? | 6%[10 µM] | -7% | -9% | 0% | -8% | -5%
O=C(Nc1ccc(-c2nc3cc(NC(=O)c4ccc(F)cc4)ccc3o2)cc1)c1ccc(F)cc1 | nt | nt | nt | -11% | 7% | -4% | -5% | ?
COc1cccc(CC2(CO)CCCN(Cc3cnn(-c4ccccc4)c3)C2)c1 (centres undefined) | i | -5% | 4%[10 µM] | 9% | -5% | -5% | -2% | 0%
CCc1nnc(NC(=O)C2CC(=O)N(Cc3ccccc3)C2)s1 (centres undefined) | i | nt | -30% | 4% | 6% | -1% | -1% | 7%
CCOC(=O)c1c(C)[nH]c(C)c1S(=O)(=O)N1CCCC(C(=O)N2CCN(c3cccc(Cl)c3)CC2)C1 (centres undefined) | nt | nt | nt | 9% | ? | -1% | 3% | ?
NC(=O)CN1C(=O)C2C3C=CC(C3)C2C1=O (centres undefined) | -1% | -11% | -16%[10 µM] | 10% | 7% | 0% | -32% | 8%
Cc1ccc2ncc([N+](=O)[O-])n2c1 | -4% | 2% | 23% | -4% | 3% | -2% | 4% | 4%
CCCN1/C(=C2/SC(=S)N(CC)C2=O)C=Cc2ccccc21 | -4% | nt | -9% | 4% | ? | -5% | -3% | ?
CCCCCC1CC(CC(=O)NC(=S)Nc2ccccc2Cl)C(=O)O1 (centres undefined) | -14% | 5% | 25%[10 µM] | 0% | ? | 1% | -4% | -20%
Fc1ccc(CNc2nc(-c3ccc(Cl)cc3)cc(C(F)(F)F)n2)cc1 | nt | nt | nt | ? | -22% | -1% | 6% | -14%
COc1ccc(-n2nc(C(=O)Nc3ccc4c(c3)OCO4)c3c4ccccc4n(C)c3c2=O)cc1 | -3% | 7% | ? | 0% | -7% | 4% | 1% | 4%
COc1ccc(-c2cc3ccc(OCc4nn[nH]n4)cc3oc2=O)cc1 | 22% | 12%[11.4 µM] | -32%[10 µM] | 2% | -5% | -3% | -12% | -12%
CN1CCN(C(=O)C23CC4CC(CC(C4)C2)C3)CC1 | 0% | 0% | -2% | 8% | -10% | 2% | 3% | -14%
